# H9c2 TAG inh – inhibitors of triacylglycerol accumulation; H9c2 cells, Nile Red lipid (TAG) fluorescence; cells loaded with 200 µM oleic acid; inhibition, % at 12.5 µM; 230,000 compounds, 0.66% hits; AID 651582;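 active = pattern-corrected inhibition of lipid staining of at least 50% with the nuclear-stain viability signal not falling by more than 50%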;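 also: 0% = DMSO wells and 100% = triacsin C control wells; some results filed as inactive read as strong as hits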
# H9c2 TAG inh DAPI viability – second read-out of H9c2 TAG inh, no call of its own (marks repeat the call); DAPI nuclei signal change (viability), lower = more cytotoxic, %;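 whole-well DAPI fluorescence read on a plate reader as a viability signal; minus 50 percent equals half of cells still viable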
# Starred values were filed as active, the others as inactive; & = joins results of further samples. This is a subset, so the mix of outcomes need not match the whole.
SMILES,H9c2 TAG inh,H9c2 TAG inh DAPI viability
COCCn1c(SCC(=O)Nc2ccc(Cl)cn2)nnc1-c1ccncc1,-5,2
Cc1ccc(S(=O)(=O)C2CCOC2=O)cc1 (configuration not stated),-1,-6
CC(/C=C/c1ccccc1)=N\Nc1ccccc1[N+](=O)[O-],38,-6
COc1ccc(NC(=O)CN(C)C(=O)c2cc(S(=O)(=O)N(C)C)ccc2N2CCCC2)cc1,10,0
CC(C)(C)NC(=O)C(c1ccncc1)N(C(=O)c1csnn1)C1CC1 (configuration not stated),0,6
COc1cc2nc(N3CCN(C(=O)C4CCCO4)CC3)nc(N)c2cc1OC (configuration not stated),-3&5,22&4
CCC(=O)N(CCc1ccccc1C)Cc1cc2cc3c(cc2[nH]c1=O)OCO3,4,-2
O=C(CCCCCN1C(=O)c2ccccc2C1=O)NCCc1nc2ccccc2[nH]1,39,6
O=C(CCc1nc2ccccc2c(=O)[nH]1)Nc1ccccc1N1CCCCC1,-2,1
COC(=O)c1ccc(-c2nn(C)c(=O)c3ccccc23)cc1,-3,16
CC(C)(C)c1csc(NC(=O)CCS(=O)(=O)c2ccc(F)cc2)n1,-14,0
COc1cccc(NC(=O)COC(=O)c2ccco2)c1,-2,0
O=C(COc1ccc(Cl)cc1)NNC(=O)C(=O)NC1CCCCC1,-2,2
O=C(NCc1ccc2c(c1)OCO2)C1(S(=O)(=O)c2ccccc2)CC1,20,-15
COc1ccc(N/C=C(/C(C)=O)c2ccccc2)cc1,-8,7
COc1ccc(C(=O)c2c[nH]c(C(=O)NCc3cccs3)c2)cc1,-8,3
COC(=O)c1ccc(NC(=O)CO/N=C2\CCCc3nonc32)cc1,-7,4
COc1cc(/C=C/C(=O)OCC(=O)NC(=O)NC(C)C)ccc1O,5,37
C/C=C/Cn1c(SC)nc2c1c(=O)[nH]c(=O)n2C,-17,-5
S=C(NCc1ccco1)N/N=C/c1ccc(Cl)cc1,1,15
CC(=O)N1CCN(c2ccc(NC(=O)c3ccc(F)cc3)cc2)CC1,-5,-9
CCOCCCn1c(=NC(=O)c2cccs2)c(C#N)cc2c(=O)n3ccccc3nc21,-2,23
COc1ccc(CCN(C)C(=O)c2ccc(C)c(S(=O)(=O)N3CCCCC3)c2)cc1OC,-1,-13
O=C(COc1ccccc1-c1ccccc1)Nc1ccc(S(=O)(=O)NCc2ccco2)cc1,-3,2
CCCCCC(=O)OC(CN1CCCCC1)CN1CCCC1=O (configuration not stated),4,-7

# Seven structures out of the list, arranged by length of the SMILES, largest number first:
SMILES,H9c2 TAG inh,H9c2 TAG inh DAPI viability
COc1ccc(NC(=O)CN(C)C(=O)c2cc(S(=O)(=O)N(C)C)ccc2N2CCCC2)cc1,10,0
COc1cc2nc(N3CCN(C(=O)C4CCCO4)CC3)nc(N)c2cc1OC (configuration not stated),-3&5,22&4
COc1ccc(C(=O)c2c[nH]c(C(=O)NCc3cccs3)c2)cc1,-8,3
COCCn1c(SCC(=O)Nc2ccc(Cl)cn2)nnc1-c1ccncc1,-5,2
CC(/C=C/c1ccccc1)=N\Nc1ccccc1[N+](=O)[O-],38,-6
COc1ccc(N/C=C(/C(C)=O)c2ccccc2)cc1,-8,7
S=C(NCc1ccco1)N/N=C/c1ccc(Cl)cc1,1,15

# Other compounds:
SMILES,H9c2 TAG inh,H9c2 TAG inh DAPI viability
NC(=O)C1CC(=O)N(c2ccc(OCc3ccccc3Cl)cc2)C1 (configuration not stated),9,-15
O=C(c1ccccc1)N1CCn2c(nc3ccccc32)C1,11,-3
COc1ccc(S(=O)(=O)N2N=C(C)Oc3ccccc3C2=O)cc1,63*,-35*
CCOc1ccc(-n2c(SCC(=O)Nc3ccc(OC)cc3OC)nc3c(c2=O)SCC3)cc1,16,-7
Cn1c(CNc2nc(-c3ccccc3)cs2)nnc1SCC(=O)N1CCc2ccccc21,-14,5
N#C/C(=C/N1CCOCC1)c1ccccc1,6,8
CN(C)NC(=S)NC1CCS(=O)(=O)C1 (configuration not stated),4,-2
Cc1cc(C)cc(C(=O)NCCCN2CCOCC2)c1,6,-13
COc1ccc(-c2noc(Cc3ccccc3OC)n2)cc1,-4,-8
O=C(Cc1ccc([N+](=O)[O-])cc1)Nc1cc(C(F)(F)F)cc(C(F)(F)F)c1,-28,2
Cc1ccc(C(=O)NC2CCCCNC2=O)cc1C (configuration not stated),25,-21
COc1ccc(NC(=S)N(CCO)Cc2cc3c(C)cc(C)cc3[nH]c2=O)cc1,-4,5
CC1(NC(=O)CCc2nc3ccccc3c(=O)[nH]2)CCS(=O)(=O)C1 (configuration not stated),-15,2
Cc1cccn2c(=O)c3cc(C(=O)N4CCN(Cc5ccccc5)CC4)sc3nc12,-2,21
O=C(Cn1cc([N+](=O)[O-])ccc1=O)NCC1COc2ccccc2O1 (configuration not stated),-2,3
Cc1cc(C)nc(NC(=O)c2c(-c3ccccc3Cl)noc2C)n1,-5,-3
Cc1ccc(NC(=O)c2ncn(CCCNCC(C)c3ccccc3)n2)cc1C (configuration not stated),11,9
O=C1c2ccsc2SCCN1Cc1ccc(Cl)cc1Cl,-5,7
CC(=O)Nc1cccc(C(=O)OCC(=O)NC2CCCCCCC2)c1,-9,0
Cn1c(CNC(=O)OC(C)(C)C)n[nH]c1=S,-2,-4
Cc1nn(CC(=O)Nc2ccc(N3CCOCC3)cc2)c(C)c1Cl,13,2
CCCc1nc2scc(-c3ccc(C)cc3)c2c(=O)n1N,-14,1
Cc1cccc(C(=O)NCC(=O)N2CCN(c3ccccn3)CC2)c1,-2,2
CCN(CC)Cc1ccccc1Sc1ccccc1,-7,19
COc1cccc(OC2OC3COC(C)(C)OC3C(O)C2NC(C)=O)c1 (configuration not stated),4,-1

# Three entries from above, reformatted:
Molecule	H9c2 TAG inh	H9c2 TAG inh DAPI viability
CC1(NC(=O)CCc2nc3ccccc3c(=O)[nH]2)CCS(=O)(=O)C1 (configuration not stated)	-15	2
Cc1cccn2c(=O)c3cc(C(=O)N4CCN(Cc5ccccc5)CC4)sc3nc12	-2	21
O=C(Cn1cc([N+](=O)[O-])ccc1=O)NCC1COc2ccccc2O1 (configuration not stated)	-2	3

# Next records follow:
SMILES,H9c2 TAG inh,H9c2 TAG inh DAPI viability
CC(NC(=O)CCc1nc2cc(S(=O)(=O)N3CCOCC3)ccc2n1C)c1ccc(S(N)(=O)=O)cc1 (configuration not stated),23,-23
CN1CCN(C(=O)CNC(=O)Cc2ccc(Cl)cc2)CC1,4,-2
NC(=O)c1ccc(-c2csnn2)cc1,4,-6
COC(=O)c1ccccc1S(=O)(=O)N1CCC(C(=O)OC(C)C(=O)Nc2ccc(NC(C)=O)cc2)CC1 (configuration not stated),-10,1
COc1ccc(CNC(=O)c2ccc[nH]2)cc1Cl,14,-11
CCOC(=O)NNC(=S)Nc1c(C)n(C)n(-c2ccccc2)c1=O,-3,3
COC(=O)c1cccc(C23CC4(C2)[C@H](CN(C)[C@@H]4c2ccccc2)C3c2ccc(C(F)(F)F)cc2)c1 (some centres not stated),2,1
Cc1cc(/C=N/Nc2ccc([N+](=O)[O-])cn2)c(C)n1-c1ccc(C(=O)O)cc1,1,-2
Cc1ccccc1N=C1SCCN1C(=O)CN1C(=O)NC2(CCCC2)C1=O,1,-5
O=C(CSc1nnc(NC(=O)c2ccc3c(c2)OCO3)s1)NCc1ccco1,-1,5
COc1ccc(S(=O)(=O)N(C)C[C@H]2Oc3c(NC(=O)Nc4c(C)noc4C)cccc3C(=O)N([C@@H](C)CO)C[C@H]2C)cc1,-14,2
Cc1[nH]n(-c2ccccc2)c(=O)c1C(=O)c1ccc([N+](=O)[O-])cc1,-6,1
CC1(C(=O)Nc2ccc(Cl)c(Cl)c2)CCN1C(=O)CCC1CCCC1 (configuration not stated),-2,-10
COCc1nnc(NC(=O)c2ccco2)s1,-4,-5
COc1ccc(/C=N/OCC(=O)N=Nc2c(O)[nH]c3ccc(Br)cc23)cc1,2,2
O=C(NCCN1CCOCC1)c1cccc(S(=O)(=O)N2CCCC2)c1,14,-5
O=C(Cc1ccccc1)N/N=C/C=C/c1cccc([N+](=O)[O-])c1,-45,-4
CCNC(=O)CC1C(=O)N(CC)C(=S)N1NC(=O)c1ccccc1 (configuration not stated),8,-9
CC(=O)c1cccc(NC(=O)C2(C)Cc3c(-c4cccc(C(F)(F)F)c4)ccnc3O2)c1 (configuration not stated),3,-5
c1ccc(Oc2nc(-c3cccnc3)nc3ccccc23)cc1,0,6
CCn1c2c(c(=N)c3c1CCC3)CCCC2,-7,1
O=C(CCN1CCc2ccccc2C1)Nc1ccc(F)c(F)c1,-8,5
COC(=O)C1=C/CCCN(C(c2ccccc2)c2ccccc2)/C=C\1C(=O)OC,0,4
O=C(NC(=S)NNC(=O)c1ccccc1F)c1cccnc1,3,12
Cc1c(NC(=S)NC(=O)CCc2ccccc2)c(=O)n(-c2ccccc2)n1C,-4,0

# Shown field by field: part of the list above.
> COC(=O)c1ccccc1S(=O)(=O)N1CCC(C(=O)OC(C)C(=O)Nc2ccc(NC(C)=O)cc2)CC1 (configuration not stated)
- H9c2 TAG inh: -10
- H9c2 TAG inh DAPI viability: 1
> O=C(Cc1ccccc1)N/N=C/C=C/c1cccc([N+](=O)[O-])c1
- H9c2 TAG inh: -45
- H9c2 TAG inh DAPI viability: -4
> COC(=O)C1=C/CCCN(C(c2ccccc2)c2ccccc2)/C=C\1C(=O)OC
- H9c2 TAG inh: 0
- H9c2 TAG inh DAPI viability: 4
> COc1ccc(CNC(=O)c2ccc[nH]2)cc1Cl
- H9c2 TAG inh: 14
- H9c2 TAG inh DAPI viability: -11

# Additional results follow:
SMILES,H9c2 TAG inh,H9c2 TAG inh DAPI viability
COc1ccc(-c2cn3c(C)c(C(=O)N4CCc5ccccc5C4)sc3n2)cc1,-7,1
CCOC(=O)C1=C(COC(=O)C(C)(C)Oc2ccc(Cl)cc2)NC(=O)NC1C (configuration not stated),14,-8
O=C(Cc1ccc(NC(=O)C2CCN(C(=O)c3ccccc3)CC2)cc1)Nc1ccc(C(=O)N2CCOCC2)cc1,-8,7
CC(C)c1ccc(CSc2ccc(S(=O)(=O)N3CCOCC3)cn2)cc1,-9,-3
CCCS(=O)(=O)c1c(S(=O)(=O)CCC)c2c(N)cccn2c1C(=O)c1ccc(F)cc1,-2,3
COc1ccc2nc(NC(=O)CC3Oc4ccccc4NC3=O)sc2c1 (configuration not stated),6,-2
CCN(CC(=O)Nc1ccccc1C(F)(F)F)C(=O)c1cccc(N2C(=O)CCC2=O)c1,-18,7
O=S(=O)(N/N=C\c1c(F)cccc1Cl)c1ccc(Cl)cc1,3,-1
O=C1CCC(C(=O)Nc2ccccc2N2CCCC2)=NN1,-1,0
c1ccc(CN2OCC3Cn4c(nc5ccccc54)C32)cc1 (configuration not stated),0,-8
O=C(O)CSc1nnc(CNc2ccc(F)cc2)n1-c1ccccc1,5,3
O=C(CN1C(=O)NC(Cc2c[nH]c3ccccc23)C1=O)NC1CC1 (configuration not stated),-3,2
COc1cc(CNCCC2CCOC(C)(C)C2)ccc1O (configuration not stated),-14,7
O=C(NCc1cccnc1)c1cccc(OC2CCN(Cc3ccc(CO)o3)CC2)c1,-13,2
COc1ccc(CNCC(O)COc2ccc(C)cc2[N+](=O)[O-])cc1 (configuration not stated),-10,5
CC1=C(C(=O)N(C)C)CC(CC(=O)NCc2cccc3ccccc23)C(=O)N1Cc1ccccc1 (configuration not stated),4,5

# Structures above with a cyano group, in the order listed:
SMILES,H9c2 TAG inh,H9c2 TAG inh DAPI viability
CCOCCCn1c(=NC(=O)c2cccs2)c(C#N)cc2c(=O)n3ccccc3nc21,-2,23
N#C/C(=C/N1CCOCC1)c1ccccc1,6,8
